Screening results (PubChem)
Tau fil binding: binds recombinant human tau filaments. recombinant tau filaments, thioflavin S fluorescence, 15 h; filaments grown with octadecylsulfate alongside compound. Potency, µM (doses to about 57.1 µM), for the others: at the highest dose activity change, negative = inhibition. 71,000 tested, 2% active. AID 596;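 also: potency is read from the fitted curve at half-maximal effect; % is scaled to controls: 0 for no effect and ±100 for the full control effect; actives lower thioflavin S fluorescence by blocking filaments or displacing dye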
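Quantitative HTS: thioflavine S signal from ODS-induced tau filaments, excited at 450 nm, emission 510 nm. Conditions: 1 uM tau, 30 uM ODS, 15 h at 37 C, pH 7.4.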
Texas Red fluor: Texas Red region autofluorescence; Compound fluorescence, Texas Red channel, 547/618 nm; hits give high values; max dye-equivalent concentration, M; 59,000 tested, 0.06% active; in the data active = max dye-equivalent concentration above about 10 nM; inconclusive = between about 1.1 nM and that limit
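Compound titrations in 100 mM Tris pH 8.0 were incubated 15 min at room temperature and read at 547 nm excitation / 618 nm emission. Texas Red six-point standard curve on each plate converted fluorescence to dye-equivalent concentration.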
Fluorescein fluor: fluorescein region autofluorescence; Compound autofluorescence, 480/540 nm, fluorescein-equivalent; hits give high values; max fluorescein-equivalent concentration, M; 59,000 tested, 0.91% active; in the data active = max fluorescein-equivalent concentration above about 10 nM; inconclusive = between about 1.1 nM and that limit
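Autofluorescence profiling; 100 mM Tris, pH 8.0; incubation 15 min at RT; ex/em 480/540 nm; result as fluorescein-equivalent concentration.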
Caspase-7 inhib: caspase-7 (human) inhibition, allosteric or competitive | P55210 | recombinant caspase-7, Ac-DEVD-AFC fluorescence rate | Potency, µM (series often up to 57.5 µM), for inactives: at the highest dose activity change, negative = inhibition, usual class: inhibitors | 75,000 tested, 0.02% active | AID 889; active = well fitted inhibition curve with a large enough effect in the main read-out, with a control signal flat, not every such curve was filed as active; inconclusive = small, poorly fitted or top-dose-only effect, or a change in a side signal; also: potency is read from the fitted curve at half-maximal effect; % of control where 0% means no effect
Target sequence (P55210 24-198 limits assumed): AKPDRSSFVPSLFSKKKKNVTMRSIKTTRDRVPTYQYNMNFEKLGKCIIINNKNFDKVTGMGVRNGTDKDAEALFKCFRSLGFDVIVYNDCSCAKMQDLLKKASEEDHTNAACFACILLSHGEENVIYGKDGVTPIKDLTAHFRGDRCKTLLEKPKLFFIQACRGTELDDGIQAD
Target sequence (P55210 207-303 limits assumed): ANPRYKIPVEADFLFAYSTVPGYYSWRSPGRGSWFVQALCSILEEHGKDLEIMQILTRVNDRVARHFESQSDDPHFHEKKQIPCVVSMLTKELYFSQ
USP2a inh: blocks human ubiquitin-specific protease USP2a | Potency, µM (highest dose often 38.3 µM), for the others: at the top dose activity change, negative = inhibition, hits mostly inhibitors | USP2a enzymatic assay, qHTS inhibition | 60,000 tested, 0.1% active;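 also: potency is read from the fitted curve at half-maximal effect; nearly all actives have a fitted effect of over 60% in size; plate controls were DMSO for no effect and NEM full inhibition control for full effect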
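20 nM USP2 core + cpd, 30 min RT; add 20 nM Ub-PLA2/20 uM NBD C6-HPC; read Ex460/Em535 at 0 h and 2.5 h. Normalized to NEM; qHTS curve fit/classification.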
HADH2 inh: blocks human hydroxyacyl-CoA dehydrogenase type II; Q99714; recombinant HADH2, NADH fluorescence, beta-hydroxybutyryl-CoA; Potency, µM (titrated, usually from 57.1 µM), for inactives: at the highest dose activity change, negative = inhibition, most hits filed as inhibitors; 73,000 tested, 3.4% active; also: potency is read from the fitted curve at half-maximal effect; % is scaled to controls: 0 for no effect and ±100 for the full control effect; nearly all actives have a fitted effect of over 60% in size; many of its hits are not listed in these tables
Target sequence (Q99714 whole entry, looked up, one chain of several): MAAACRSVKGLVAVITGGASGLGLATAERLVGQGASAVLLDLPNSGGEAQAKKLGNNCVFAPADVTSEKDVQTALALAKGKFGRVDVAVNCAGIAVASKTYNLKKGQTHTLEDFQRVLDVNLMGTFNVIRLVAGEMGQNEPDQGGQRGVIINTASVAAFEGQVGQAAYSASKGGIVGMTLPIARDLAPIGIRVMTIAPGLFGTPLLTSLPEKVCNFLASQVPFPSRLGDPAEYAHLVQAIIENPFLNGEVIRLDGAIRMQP
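E. coli-expressed His-tagged HADH2 tested at 20 nM in alkaline Tris buffer (pH 9.0); oxidation of 90 uM beta-hydroxybutyryl-CoA with 1 mM NAD+ tracked fluorimetrically for 4 min.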
Caspase-1 inhib: blocks human caspase-1 allosterically or competitively. P29466. Caspase-1 enzyme, Ac-WEHD-AFC fluorogenic rate. Potency, µM (series often up to 57.5 µM), for the others: top-dose activity change, negative = inhibition, actives largely listed as inhibitors. 75,000 tested, 0.03% active;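 also: potency is read from the fitted curve at half-maximal effect; plate controls were vehicle for no effect and no substrate for full effect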
ERK AVP block: vasopressin-driven ERK pathway inhibition; HEK293-V1b, vasopressin-stimulated pERK AlphaScreen; Potency, µM (series often up to 57.5 µM), without a hit: at the highest dose activity, negative = inhibition, hits mostly inhibitors; 72,000 tested, 0.99% active; AID 995; also: potency is read from the fitted curve at half-maximal effect; % is scaled to controls: 0 for no effect and ±100 for the full control effect; nearly all actives have a fitted effect of over 55% in size
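HEK293 cells stably expressing V1b receptor, preincubated 30 min at 37 °C with compound, then stimulated 5 min with 25 nM vasopressin. Phospho-ERK by AlphaScreen SureFire after 5 h RT; normalized to DMSO and vasopressin; AC50 by Hill fit.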
Rhodamine fluor: compound fluoresces in the rhodamine spectral region | Rhodamine-region fluorescence, 547/598 nm, Tris buffer; hits give high values | max dye-equivalent concentration, M | 59,000 tested, 0.05% active | AID 594; in the data active = max dye-equivalent concentration above about 11 nM; inconclusive = between about 1.1 nM and that limit
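Steps: pin-transfer compounds into pH 8.0 Tris (100 mM), hold 15 min at room temperature, image with a 547/598 nm filter pair, and convert intensities to rhodamine-equivalent concentration using a six-point on-plate rhodamine series.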
HEK293 cAMP ctrl: counter-screen for TSHR agonists: cAMP increase in parental HEK293; Potency, µM (doses to about 57.1 µM), without a hit: top-dose activation, actives largely listed as activators; parental HEK293 CNG cAMP sensor, membrane potential fluorescence; 73,000 tested, 2.5% active; also: potency is read from the fitted curve at half-maximal effect; % of control where 0% means no effect; nearly all actives have a fitted effect of over 55% in size
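Counterscreen for endogenous-receptor signalling: CNG-channel HEK 293 cells report cAMP rise by membrane depolarization. After 60 min dye equilibration with 100 uM RO 20-1724, compounds incubated 30 min before bottom-read fluorescence at 590 nm.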
FLuc inh: blocks Photinus pyralis firefly luciferase activity | Potency, µM (series often up to 57.1 µM), for inactives: top-dose activity change, negative = inhibition, hits mostly inhibitors | purified firefly luciferase, luminescence, 8 min | 72,000 tested, 2.2% active | P08659; also: potency is read from the fitted curve at half-maximal effect; % is scaled to controls: 0 for no effect and ±100 for the full control effect; nearly all actives have a fitted effect of over 40% in size
Target sequence (P08659 whole entry, looked up): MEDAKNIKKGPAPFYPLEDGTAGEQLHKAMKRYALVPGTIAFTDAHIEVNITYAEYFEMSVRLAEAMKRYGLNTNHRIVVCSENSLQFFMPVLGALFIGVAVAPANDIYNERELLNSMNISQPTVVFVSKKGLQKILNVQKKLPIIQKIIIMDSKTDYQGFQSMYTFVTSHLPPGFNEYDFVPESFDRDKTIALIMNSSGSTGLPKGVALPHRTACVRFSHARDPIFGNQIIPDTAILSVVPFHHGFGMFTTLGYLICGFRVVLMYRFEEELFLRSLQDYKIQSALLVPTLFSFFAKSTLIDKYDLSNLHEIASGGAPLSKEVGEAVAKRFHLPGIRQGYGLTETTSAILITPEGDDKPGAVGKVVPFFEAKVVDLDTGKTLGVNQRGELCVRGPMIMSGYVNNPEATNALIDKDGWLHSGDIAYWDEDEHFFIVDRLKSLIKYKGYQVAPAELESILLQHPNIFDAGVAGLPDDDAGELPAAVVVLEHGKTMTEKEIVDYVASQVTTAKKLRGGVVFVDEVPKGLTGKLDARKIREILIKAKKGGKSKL
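Substrate buffer containing 10 uM ATP (pH 7.2 imidazole, Mg2+, KCl, detergent, BSA) is dispensed, compound pinned in, then luciferase/luciferin detector mix added. After 8 min at ambient temperature, light output is measured.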
Starred values were filed as active, the others as inactive; i = inactive; ? = inconclusive; . = no result given; & = joins results of further samples; [ ] = remark or other dose. Unless noted, calls follow the shape of the dose curve; as a rule, active = well fitted curve in the direction sought with a large enough effect; inconclusive = small, poorly fitted or top-dose-only effect, or another doubt; inactive = no such curve, though single readings can be large; an effect the other way counts as inactive or inconclusive.

SMILES | Tau fil binding | Texas Red fluor | Fluorescein fluor | Caspase-7 inhib | USP2a inh | HADH2 inh | Caspase-1 inhib | ERK AVP block | Rhodamine fluor | HEK293 cAMP ctrl | FLuc inh
Cc1cc(NC(=O)CS(=O)(=O)c2cn(Cc3ccccc3Cl)c3ccccc23)no1 | 8% | i | i | -2% | 47%[activator] | 2% | -3% | 34%[activator] | i | 25µM* | 1%
N=c1c2c(n(Cc3ccccc3)c3c1CCC3)CCC2 | 38% | i | i | 1% | 1% | 10% | 0% | -13% | i | ? | 1%
C#CCN1C(=O)C(O)(CC(=O)c2cc(OC)ccc2OC)c2ccccc21 (configuration not stated) | 4% | i | ? | -1% | 6% | 3% | 0% | -22% | i | 6% | -1%
CCOC(=O)c1c(CN(C)C)oc2cc(CN(C)C)c(O)c(CSc3ccccc3)c12 | ? | i | i | 0% | 7% | -7% | -4% | -19% | i | 14% | 0%
CC(=O)NCCc1ccc(S(=O)(=O)NCc2ccc3c(c2)OCO3)cc1 | 4% | . | . | 2% | 5% | 43%[activator] | -2% | -3% | . | 5% | -2%
COc1ccc(F)cc1S(=O)(=O)NC1CC(C)(C)NC(C)(C)C1 | -13% | i | i | -1% | 4% | 0% | 1% | 18% | i | 10% | 1%
CCC1Oc2ccccc2N(CC(=O)Nc2ccccc2OC)C1=O (configuration not stated) | 4% | i | ? | -1% | 1% | 3% | 1% | ? | i | 30% | 0%
O=C1CCCN1c1ccc(S(=O)(=O)Nc2ccc3c(c2)OCCO3)cc1 | 7% | i | i | 0% | 1% | 2% | 1% | -15% | i | 17% | 3%
COc1ncc2nc(-c3cc(F)cc(F)c3)c(=O)n(C3CC3)c2n1 | 8% | i | ? | -20% | 17% | 6% | ? | ? | i | ? | -1%[11.4 µM]
O=C(NCC1(c2ccccc2)CCOCC1)c1ccc(Br)o1 | 12% | . | . | -1% | 4% | 3% | 3% | 3% | . | 9% | -1%
CCCn1c(=O)c(C(=O)Nc2nnc(C)s2)c(O)c2ccccc21 | -2% | i | i | -1% | -1% | 3% | -1% | -8% | i | 7% | 3%
O=C(COC(=O)c1ccco1)NCc1ccco1 | 4% | ? | i | -3% | -20% | 2% | -4% | -3% | i | ? | -1%
Cc1c2c(nc3nc4ccccc4n13)CC(C)(C)CC2=O | 20% | i | ? | -4% | -8% | 8% | -4% | -29% | i | 15% | -2%
C1CCC(N=C(NC23CC4CC(CC(C4)C2)C3)N2CCOCC2)CC1 | -10% | ? | ? | 2%&3% | 5% | 6%&10% | 0%&-1% | 9%&4% | i | 25µM* | 2%
CCOc1ccc(NS(=O)(=O)N(C)C)cc1 | -18% | i | i | 0% | -2% | 3% | 2% | -12% | i | 3% | -1%
COc1ccc(NC(=O)Cn2nnc(C(=O)NCc3cccc(OC)c3)c2N)cc1 | 10% | i | i | 1% | -8% | 1% | 1% | 10% | i | -11% | 2%
NC1=NC(S)C2N=CN=C2N1 (configuration not stated) | -11% | . | . | 0% | . | ? | -3% | 4% | . | 5% | .
O=C1CC2(CCCC2)CC(=O)N1CCNC[C@H]1COc2ccccc2O1 | 32µM* | . | . | 2% | . | 7% | -2% | 4% | . | 24% | -1%
COCCNC(=O)CCc1nc(-c2ccccc2)no1 | -14% | ? | i | 1% | 1% | 9% | -1% | 3% | i | 0% | 2%
COC(=O)CNc1c(-c2ccccn2)nc2ccc(Br)cn12 | 81% | i | ? | -10% | -7% | -6% | -12% | 7% | i | -7% | 13µM*
CC(Sc1nnc(COc2ccc3ccccc3c2)n1C)C(=O)O (configuration not stated) | -2% | i | i | 0% | -2% | 0% | -2% | -7% | i | -6% | 1%
Cc1cc(C(=O)CN2C(=O)C3CC=CCC3C2=O)c(C)n1-c1ccccc1 (configuration not stated) | 4% | i | ? | -2% | 23% | -1% | 4% | -26% | i | 26% | 4µM*
CCOc1ccccc1C(=O)N(CN1CCCC1=O)c1cccc(Cl)c1 | -3% | i | ? | -1% | -7% | 4% | 2% | 35%[activator] | i | 8% | 2%
CN1CCN(S(=O)C23CC4CC(CC(C4)C2)C3)CC1 (configuration not stated) | -4% | i | i | 1% | 6% | 3% | -1% | -11% | i | 6% | 0%
COCC(C)NC(=O)C1CC(=O)N(c2ccc(C)cc2)C1 (configuration not stated) | -4% | i | i | 3% | -7% | 10% | 1% | 12% | i | -6% | 3%

Four structures out of the list, sorted by SMILES length, low to high:
SMILES | Tau fil binding | Texas Red fluor | Fluorescein fluor | Caspase-7 inhib | USP2a inh | HADH2 inh | Caspase-1 inhib | ERK AVP block | Rhodamine fluor | HEK293 cAMP ctrl | FLuc inh
COCCNC(=O)CCc1nc(-c2ccccc2)no1 | -14% | ? | i | 1% | 1% | 9% | -1% | 3% | i | 0% | 2%
O=C1CCCN1c1ccc(S(=O)(=O)Nc2ccc3c(c2)OCCO3)cc1 | 7% | i | i | 0% | 1% | 2% | 1% | -15% | i | 17% | 3%
Cc1cc(C(=O)CN2C(=O)C3CC=CCC3C2=O)c(C)n1-c1ccccc1 (configuration not stated) | 4% | i | ? | -2% | 23% | -1% | 4% | -26% | i | 26% | 4µM*
Cc1cc(NC(=O)CS(=O)(=O)c2cn(Cc3ccccc3Cl)c3ccccc23)no1 | 8% | i | i | -2% | 47%[activator] | 2% | -3% | 34%[activator] | i | 25µM* | 1%

(next part)
SMILES | Tau fil binding | Texas Red fluor | Fluorescein fluor | Caspase-7 inhib | USP2a inh | HADH2 inh | Caspase-1 inhib | ERK AVP block | Rhodamine fluor | HEK293 cAMP ctrl | FLuc inh
CCCn1nc(CC(=O)O)c2ccccc2c1=O | -12% | i | i | 4% | -1% | 27% | -2% | -23% | i | 1% | 0%
Nc1cc(S(N)(=O)=O)ccc1SSc1ccc(S(N)(=O)=O)cc1N | 1%[11.4 µM] | i | i | -4%[11.5 µM] | . | ? | -3%[11.5 µM] | -3%[11.5 µM] | i | 5%[11.4 µM] | 2%[11.4 µM]
COC(=O)c1nc(-c2ccccc2)n[nH]1 | -13% | ? | i | 1% | . | 6% | 0% | -11% | i | 6% | -1%
C=CCn1c(SCC(=O)c2ccc(OC)cc2)nnc1C(C)NC(=O)c1cccs1 (configuration not stated) | 6% | i | i | -2% | 25% | -23% | -2% | -15% | i | 14% | -2%
COc1cc(OC)c(NC2=NCCCCC2)cc1Cl | 0% | i | ? | 7% | -7% | 1% | 1% | -2% | i | 15% | 2%
Cc1nn(-c2ccccc2)c2sc(C(=O)NC3CCCCC3)cc12 | -11% | i | ? | -10% | 28% | 14% | 2% | -2% | i | ? | -3%
Cc1ccc(C)c(C(=O)CSc2n[nH]c(-c3ccncc3)n2)c1 | 14% | i | i | 0% | 6% | -1% | 1% | -28% | i | 14% | 1%
Cc1ccc(/C(O)=C2/C(=O)C(=O)N(CCCn3ccnc3)C2c2cccnc2)cc1 (configuration not stated) | -2% | . | . | 0% | 1% | 1% | 1% | -7% | . | 9% | -2%
Cc1ccc(S(=O)(=O)NCCC(=O)NCCN2CCCCCC2)cc1 | 12% | i | i | -1% | 15% | -4% | -1% | -3% | i | 2% | 2%
CCS(=O)(=O)CCSc1nc(C)cc(C)n1 | -16% | i | ? | 0%[0.00368 µM] | -8% | -1% | 0% | -1% | i | 3% | -1%
CCCCCCCCN[C@@H](C)[C@H](O)c1ccc(SC(C)C)cc1 | -2%[25.6 µM] | ? | i | 0%[25.7 µM] | 16%[17.1 µM] | 5%[25.6 µM] | -4%[25.7 µM] | -4%[25.7 µM] | i | ? | -1%[25.5 µM]
COc1ccc(C(=O)CSc2nnc(-c3cc4ccccc4cc3O)n2Cc2ccco2)cc1 | 20% | ? | i | 4% | 37%[activator] | -1% | -3% | -28% | i | ? | 2%
N#Cc1nc(Cc2ccccc2)oc1N1CCC(Cc2ccccc2)CC1 | -1% | i | i | 2% | -9% | 10% | -1% | -25% | i | ? | 1%
CCOC(=O)C1=C(CC)Nc2ccccc2N=C1NC(=O)Nc1ccccc1OC | 9% | i | i | 1% | 10% | 20% | 0% | 0% | i | 26% | -7%
Cn1c(SCC(=O)NCc2ccc3c(c2)OCO3)nnc1-c1cc2ccccc2cc1O | 126% | i | ? | -5% | 205%[activator] | -5% | -2% | 4% | i | 4% | 0%
CCOc1ccc(CC(=O)Nc2c(C(N)=O)oc3ccc(Br)cc23)cc1OCC | i | . | . | -4% | . | 7% | -2% | -17% | . | -1% | 1%
O=C(Oc1ccc(Br)cc1)C1CC(=O)N(c2ccc(F)cc2)C1 (configuration not stated) | -13% | ? | ? | 3% | 5% | -15% | 0% | 10% | i | 3% | 3%
COc1ccc2[nH]c(C)c(CN3CCCCC3)c(=O)c2c1 | -9% | i | i | 0% | -7% | -18% | -2% | 8% | i | 5% | -12%
COc1ccccc1NC(=O)N1CCCC(c2nc3c(nnn3Cc3ccc(C)cc3)c(=O)[nH]2)C1 (configuration not stated) | 17% | ? | ? | -13% | 45%[activator] | -4% | 0% | ? | i | 5% | 2%
Cc1cccc(NC(=O)CN(C)S(=O)(=O)c2cnc[nH]2)c1 | -3% | i | i | -1% | -2% | 0% | 0% | -9% | i | 9% | 2%

Not all compounds are listed; the hit share may differ from the screen's.
